Compound activity deposited in PubChem BioAssay by several laboratories.
Mtb FBA inh: inhibits M. tuberculosis FBA enzyme. 360,000 tested, 2.3% active. P9WQA3. purified M. tuberculosis FBA, fluorescence read-out. inhibition, % at 1 µM; in the data active = inhibition above about 27%;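 also: 0% = vehicle and 100% = reference inhibitor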
Target sequence (P9WQA3 whole entry, looked up): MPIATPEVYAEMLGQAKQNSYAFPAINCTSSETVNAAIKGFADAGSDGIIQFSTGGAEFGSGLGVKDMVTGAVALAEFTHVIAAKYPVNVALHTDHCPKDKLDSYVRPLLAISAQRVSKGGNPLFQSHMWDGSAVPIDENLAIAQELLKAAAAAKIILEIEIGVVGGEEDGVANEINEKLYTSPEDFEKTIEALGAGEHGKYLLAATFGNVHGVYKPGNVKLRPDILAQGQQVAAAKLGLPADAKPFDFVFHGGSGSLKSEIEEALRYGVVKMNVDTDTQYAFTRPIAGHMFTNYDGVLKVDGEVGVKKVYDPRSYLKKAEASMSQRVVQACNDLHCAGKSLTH
UGM FP inh: inhibitors of M. tuberculosis UDP-galactopyranose mutase. AID 504406. P9WIQ1. inhibition, % at 10 µM. 320,000 tested, 0.06% active. purified UGM, fluorescence polarization probe displacement; in the data active = inhibition above about 10%, passing the limit was not always enough; inconclusive = no clear call, values can overlap the other calls
Target sequence (P9WIQ1 whole entry, looked up): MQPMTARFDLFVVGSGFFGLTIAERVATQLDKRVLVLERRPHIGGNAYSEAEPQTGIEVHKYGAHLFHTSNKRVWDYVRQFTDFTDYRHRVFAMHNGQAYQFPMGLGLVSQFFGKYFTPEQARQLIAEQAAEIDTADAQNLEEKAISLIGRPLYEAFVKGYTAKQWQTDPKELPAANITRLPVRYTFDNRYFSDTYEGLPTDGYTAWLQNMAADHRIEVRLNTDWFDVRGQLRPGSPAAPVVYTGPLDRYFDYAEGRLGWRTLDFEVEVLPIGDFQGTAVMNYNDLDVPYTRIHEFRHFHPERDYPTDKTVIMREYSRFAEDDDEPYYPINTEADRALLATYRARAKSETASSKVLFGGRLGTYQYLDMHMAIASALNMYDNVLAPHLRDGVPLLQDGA
PrPC surface inh: cell surface PrPC inhibition, primary TR-FRET screen | inhibition, % at 13.8 µM | 370,000 tested, 0.43% active | TR-FRET read-out | P04156; in the data active = inhibition above about 24%; also: 0% = median of the test wells and 100% = reference compound wells
GDH-TPI counter: GDH-TPI coupled enzyme inhibition counter-screen; GDH-TPI coupled enzyme counterscreen, NADH absorbance; inhibition, % at 4.8 µM; 360,000 tested, 1.2% active;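 also: 0% = DMSO wells and 100% = wells lacking the enzyme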
FadD28 FP inh: blocks FadD28 binding to the bisubstrate probe; fluorescence polarization; inhibition, % at 12.5 µM; 360,000 tested, 0.22% active; in the data active = inhibition above about 8.5%, passing the limit was not always enough; inconclusive = no clear call, values can overlap the other calls
BoNT A protease: BoNT A light chain protease inhibition; multiplex microsphere protease substrate cleavage, flow cytometry; 360,000 tested, 0.17% active; inhibition, % at 10 µM; in the data active = inhibition above about 30%; inconclusive = no clear call, values can overlap the other calls; also: plate controls were buffer without enzyme for full effect and enzyme alone for no effect
BoNT F protease: blocks Botulinum neurotoxin F light chain protease; Multiplex microsphere protease cleavage assay, flow cytometry; inhibition, % at 10 µM; 360,000 tested, 0.22% active; AID 588497; in the data active = inhibition above about 35%, passing the limit was not always enough; inconclusive = no clear call, values can overlap the other calls; also: plate controls were buffer without enzyme for full effect and enzyme alone for no effect
CCHFV vOTU inh: blocks the CCHF virus ovarian tumor domain protease; CCHFV vOTU protease, Pep-AMC fluorescence; inhibition, % at 11.5 µM; 370,000 tested, 0.55% active; AID 651958; also: 0% = vehicle wells with enzyme and 100% = no enzyme wells
Mtb BioA inh: blocks M. tuberculosis BioA enzyme activity; purified M. tuberculosis BioA enzyme, plate reader; inhibition, % at 9.99 µM; 360,000 tested, 0.096% active; AID 602481; in the data active = inhibition above about 40%; inconclusive = no clear call, values can overlap the other calls
* marks the source's active call; other numbers are inactive results; ? = inconclusive; · = not tested or not shown. Rule as the data show it, unless noted: active = inhibition above about 30%; inactive = the rest.

SMILES	Mtb FBA inh	UGM FP inh	PrPC surface inh	GDH-TPI counter	FadD28 FP inh	BoNT A protease	BoNT F protease	CCHFV vOTU inh	Mtb BioA inh
CCCCOc1ccccc1NC(=O)c1ccc(=O)[nH]c1	4	-2.6	-1	-3	-1.4	-1.5	-17	19	-1.2
O=C(Cc1cccc(NC(=O)C2CCCN(C(=O)C3CC3)C2)c1)Nc1ccc(C(=O)N2CCCCC2)cc1 (configuration not stated)	-3	·	5	-2	-4.0	-0.2	-5	6	-0.3
C/C(=N\NC(=O)c1nnn(-c2nonc2N)c1COc1ccc(F)cc1)c1ccc(Cl)cc1	29*	1.4	4	-2	-0.5	2.8	?	-9	·
CN1CCN(c2nc3ccccn3c(=O)c2/C=C(\C#N)S(=O)(=O)c2ccccc2)CC1	-3	1.7	-2	6	-2.8	1.3	?	-5	·
CCCc1cc(=O)[nH]c(SCc2cccc(C)c2)n1	-2	-3.2	0	4	0.9	?	-4	8	0.1
Cc1ccc(C(=O)NCc2ccc(F)cc2)cc1NC1=NC2CS(=O)(=O)CC2S1 (configuration not stated)	-2	-0.3	5	-5	-2.3	0.1	-6	-4	-0.9
Cn1c(CSCc2ccccc2Cl)nnc1SCC(=O)Nc1nccs1	1	-0.1	2	6	-2.3	-0.2	-4	6	-2.1
Nc1ccccc1Oc1ccc2ccccc2c1	5	-0.6	14	7	-1.8	0.3	0	7	·
CC(NC(=O)COc1ccccc1-c1ccccc1)c1ccccc1 (configuration not stated)	3	0.3	15	-10	-3.5	-1.0	-2	17	·
COc1cc(C(=O)OCC(=O)NCc2ccccc2)cc(NC(=O)c2ccco2)c1OC	7	-4.3	2	22	-2.1	0.5	-7	6	-0.1
COc1ccc(OC(C)C(=O)N(C)Cc2nc(-c3cccc(C)c3)no2)cc1 (configuration not stated)	-2	-2.0	1	-13	-5.0	-0.4	30	2	-0.8
Cc1[nH]n(-c2ccccc2)c(=O)c1/C=N/Nc1nncc(-c2ccccc2)n1	1	1.9	-5	16	-1.0	-5.0	-14	-2	5.2
COc1ccc(CN2C3CCCC2CC(NC(=O)Nc2cccc(C)c2)C3)cc1 (configuration not stated)	6	0.1	-8	-2	-3.9	0.5	-5	-6	2.1
Cc1cc(C)c(C#N)c(SCc2nc3ccccc3c(=O)[nH]2)n1	4	-3.7	-9	6	-1.4	1.5	4	1	·
CCOC(=O)C1CCCN(c2c(NCCCN(CC)c3ccccc3)c(=O)c2=O)C1 (configuration not stated)	1	0.7	-1	4	-0.2	-0.5	-6	0	0.9
O=C(CN1CCN(CC(=O)Nc2ccc3c(c2)OC2(CCCCC2)O3)CC1)Nc1cccc(F)c1	0	·	-10	4	3.4	-1.2	1	10	-0.8
CC(C)CCN1CCN(C2CSCCSC2)CC1CCO (configuration not stated)	5	-0.6	6	1	-1.1	-0.8	5	3	-2.0
O=C(c1ccc(Cl)nc1)N1CCN(S(=O)(=O)c2ccc3c(c2)OCCO3)CC1	0	0.7	9	2	-2.8	5.6	?	-8	0.0
Cc1ccc(C(=O)Nc2ccc3nc(C)sc3c2)s1	-1	-2.9	13	-2	-8.0	0.2	7	0	-0.9
CCOc1ccccc1NC(=O)N1CCCC(c2nc3c(nnn3Cc3ccc(C)cc3)c(=O)[nH]2)C1 (configuration not stated)	5	·	-4	5	-0.7	1.3	4	-5	7.0
COc1ccc(C2C=C(c3ccc(C)c(C)c3)Nc3ncnn32)c(OC)c1OC (configuration not stated)	8	0.8	2	11	0.3	0.1	-10	-10	-0.9
Cc1ccc(N2CC(C(=O)NCCc3ccc(S(N)(=O)=O)cc3)CC2=O)cc1 (configuration not stated)	1	3.3	-3	6	0.7	-2.0	-28	-16	-1.6
Cc1cc2n(n1)C(c1cn(-c3ccccc3)nc1C)Nc1ccccc1-2 (configuration not stated)	9	-1.2	1	2	-1.6	?	-1	0	-1.1
CC1CCCC(C)N1CC(O)COc1c(F)cc(Br)cc1F (configuration not stated)	4	-3.2	12	8	-1.3	0.3	-2	1	·
COC(=O)C(C#N)(CCC(=O)c1ccccc1)CCC(=O)c1ccccc1	7	·	-3	·	-0.3	-0.5	-13	0	·
COc1nc(C)nc2c1sc(=S)n2C	1	-2.2	-5	12	-2.5	0.3	-10	1	0.0
CCN(CC)S(=O)(=O)c1cccc(C(=O)NCCCN2CCOCC2)c1	4	1.0	-10	9	?	-0.1	3	-6	-1.5
COc1ccc(OC)c(NC(=O)c2cc(-c3cc(C)cc(C)c3O)n[nH]2)c1	0	-0.1	0	12	-0.3	4.0	19	-3	-1.9
Cc1cc(C)n(-c2nc3c(c(=O)n(C)c(=O)n3C)n2Cc2cccc(Br)c2)n1	1	·	3	-5	-2.9	-0.3	-11	-9	·
CCOC(=O)c1c(-c2cccs2)csc1NC(=O)c1ccncc1	1	4.4	-1	5	-0.2	-0.6	4	-4	-3.0

Random excerpt: four records from the list
SMILES	Mtb FBA inh	UGM FP inh	PrPC surface inh	GDH-TPI counter	FadD28 FP inh	BoNT A protease	BoNT F protease	CCHFV vOTU inh	Mtb BioA inh
O=C(CN1CCN(CC(=O)Nc2ccc3c(c2)OC2(CCCCC2)O3)CC1)Nc1cccc(F)c1	0	·	-10	4	3.4	-1.2	1	10	-0.8
Cc1cc2n(n1)C(c1cn(-c3ccccc3)nc1C)Nc1ccccc1-2 (configuration not stated)	9	-1.2	1	2	-1.6	?	-1	0	-1.1
CCN(CC)S(=O)(=O)c1cccc(C(=O)NCCCN2CCOCC2)c1	4	1.0	-10	9	?	-0.1	3	-6	-1.5
COc1ccc(OC)c(NC(=O)c2cc(-c3cc(C)cc(C)c3O)n[nH]2)c1	0	-0.1	0	12	-0.3	4.0	19	-3	-1.9

Other results.
SMILES	Mtb FBA inh	UGM FP inh	PrPC surface inh	GDH-TPI counter	FadD28 FP inh	BoNT A protease	BoNT F protease	CCHFV vOTU inh	Mtb BioA inh
CCc1[nH]nc(C(=O)NC2CCCN(Cc3ccccc3F)C2)c1C (configuration not stated)	-3	-0.5	6	-8	-3.9	-0.4	1	14	1.0
CCCCN1C(=O)C(CC(=O)NCCc2ccccn2)CC(C(=O)N(C(C)C)C(C)C)=C1C (configuration not stated)	0	·	-3	6	-1.4	-1.0	-10	24	-1.6
O=C(Nc1ccc2ncccc2c1)c1ccccc1Br	2	0.9	·	24	0.4	-4.9	13	·	0.7
Cc1nn(C)c(C)c1NS(=O)(=O)c1c(C)n[nH]c1C	-2	0.2	3	-5	-3.5	-0.4	-2	4	-1.0
Cc1oc(-c2ccccc2)cc1C(=O)NCc1ccncc1	2	-2.3	9	3	-0.8	?	?	0	·
Cc1nn(C(=O)CCC(=O)NCc2cccc(F)c2)c2ccccc12	1	0.9	-2	11	-0.8	-0.2	1	8	-3.1
COC(=O)c1ccc(OC(=O)C2CC(=O)N(c3ccc(C)cc3C)C2)cc1 (configuration not stated)	2	2.0	8	6	0.3	-0.3	-7	1	3.1
O=C(CSc1nnc(-c2cccs2)n1-c1ccccc1)NCc1ccco1	-2	-1.0	-7	8	-2.4	-0.2	-19	2	-1.6
CC1(C(O)(C#CCN2CCCCC2)c2ccccc2)CCCC1 (configuration not stated)	-1	-0.2	12	-1	-1.7	-0.6	-2	18	·
CCOc1ccc(Br)cc1S(=O)(=O)NCC(c1ccc(OC)cc1)N1CCOCC1 (configuration not stated)	-2	·	4	0	-0.5	0.0	-2	-6	0.3
CCCCCOc1ccc(/C(C)=N/NC2=NCCN2)cc1	0	-0.8	-1	-11	-0.4	?	?	13	-0.5
COc1ccc(S(=O)(=O)N2CCC(C(=O)NCc3cccnc3)CC2)cc1C	0	0.4	3	8	·	-0.7	5	-17	1.1
O=C(Nc1cccc(O)c1)c1ccc(C(F)(F)F)cc1	2	3.6	-1	7	-1.0	0.5	-11	8	·
OCC1OC(n2cnc3c(N4CCCCC4)ncnc32)C(O)C1O (configuration not stated)	0	·	0	-3	-1.3	-0.1	-2	0	·
C=CCN(CC=C)C(=O)C1CCN(S(=O)(=O)c2ccc(N3CCCC3=O)cc2)CC1	3	0.7	1	-11	-2.1	-1.6	1	-3	-1.2

In a second layout: results already given
> O=C(CSc1nnc(-c2cccs2)n1-c1ccccc1)NCc1ccco1
- Mtb FBA inh: -2
- UGM FP inh: -1.0
- PrPC surface inh: -7
- GDH-TPI counter: 8
- FadD28 FP inh: -2.4
- BoNT A protease: -0.2
- BoNT F protease: -19
- CCHFV vOTU inh: 2
- Mtb BioA inh: -1.6
> CC1(C(O)(C#CCN2CCCCC2)c2ccccc2)CCCC1 (configuration not stated)
- Mtb FBA inh: -1
- UGM FP inh: -0.2
- PrPC surface inh: 12
- GDH-TPI counter: -1
- FadD28 FP inh: -1.7
- BoNT A protease: -0.6
- BoNT F protease: -2
- CCHFV vOTU inh: 18
- Mtb BioA inh: ·

Next section
SMILES	Mtb FBA inh	UGM FP inh	PrPC surface inh	GDH-TPI counter	FadD28 FP inh	BoNT A protease	BoNT F protease	CCHFV vOTU inh	Mtb BioA inh
O=C(Nc1cc(C(F)(F)F)ccc1-n1cncn1)c1ccc(F)cc1Cl	-4	1.9	3	3	·	2.2	0	-5	0.4
CCOc1ccc(C(O)Cc2nc3ccccc3n2C)cc1 (configuration not stated)	5	-0.7	11	3	0.4	-0.7	1	-16	0.6
Cc1cc(C)nc(NS(=O)(=O)c2ccc(NC(=O)Cc3ccccc3)cc2)n1	1	-2.2	0	2	-0.4	-1.4	-9	15	·
Cc1cc(C(C#N)c2ccc(Cl)cc2)c(Cl)cc1NC(=O)c1cc(I)cc(I)c1O (configuration not stated)	6	3.4	-6	19	0.6	-1.6	-1	7	-1.6
O=C1CSC(=O)N1CCOCCN1C(=O)CSC1=O	0	-1.2	-2	5	0.2	0.7	3	-9	-1.7
Cc1cccc(C(=O)Nc2nnc(-c3ccc(C(C)(C)C)cc3)s2)c1	0	1.0	-5	4	-0.3	-0.1	-8	-1	0.4
Cc1cccnc1NC(=O)CCc1nnc2ccc(NCc3ccco3)nn12	5	-1.3	-23	16	0.4	-1.2	-3	12	0.6
COc1cccc2c3c(c(=O)[nH]c12)CC(C)(C)O3	3	-1.8	-1	5	-1.5	·	·	-8	-0.4
Cc1c(C(=O)NCc2ccc(F)cc2)sc(=O)n1Cc1ccc(C(=O)c2ccccc2)cc1	-1	·	5	7	-11	0.2	2	0	-1.4
O=C(N/N=C/c1ccc(N2CCOCC2)o1)c1cccc(C(F)(F)F)c1	-8	-0.1	-7	10	-4.6	-1.0	-3	-2	0.5
COc1ccc(CCNC(=O)c2cc3c(=O)n(C)c4ccccc4c3n2C)c(OC)c1	4	-0.8	-1	-15	0.9	-0.1	-4	11	0.0
O=[N+]([O-])c1ccc(Cl)cc1N/N=C/c1ccncc1	-1	-1.4	-12	-5	3.8	2.5	-5	2	-3.0
Cc1ccc(N/C(SCc2ccccc2C)=C(/C#N)C(=O)NCc2ccco2)cc1C	-4	2.1	6	16	0.8	-1.1	-2	9	-0.4
CCc1ccc(S(=O)(=O)N2CCN(c3ccccc3OC)CC2)cc1	-6	1.4	-4	-3	-3.2	-4.4	?	3	-1.0
CC1CCc2c(sc3nc(C(C)(C)C)nc(N4CCN(C(=O)CCl)CC4)c23)C1 (configuration not stated)	1	0.9	-9	2	-2.9	1.0	?	18	6.7
O=C(NCC(=O)N1CCOCC1)c1ccc(Cl)c(Cl)c1	1	-5.0	10	3	-2.4	0.7	-2	1	0.2
COc1ccc(CNCCC(c2ccccc2)c2ccc(OC(C)C)cc2)cc1OC (configuration not stated)	-1	-5.0	-5	2	·	0.2	?	7	-0.4
CCOc1cc2[nH]c(=S)n(CCN3CCCCC3CC)c(=O)c2cc1OCC (configuration not stated)	-2	0.8	-7	12	-1.1	-0.5	-7	4	3.3
COC(=O)C1=C(C)N(Cc2ccco2)C(=O)/C1=C\c1ccc([N+](=O)[O-])cc1	-14	0.8	-18	10	-2.2	-0.2	-1	-11	-0.3
O=C(COc1cccc(F)c1)N1c2ccccc2Sc2ccccc21	1	-0.8	·	10	-1.0	-0.8	-8	·	-1.1
CCOC(=O)C1=C(COC(=O)/C=C/c2cccc(OC)c2)NC(=O)NC1C (configuration not stated)	26	4.4	-2	9	-1.6	-2.2	-6	-3	0.8
COc1ccc(NC(C)=O)cc1NC(C)C(=O)Nc1cccc2ccccc12 (configuration not stated)	-1	0.0	0	-3	-2.5	0.0	2	-6	·
Cc1[nH]c2c(C)cccc2c(=O)c1Br	0	0.2	-4	7	-1.6	0.3	-10	3	-0.3
